Bioassay records deposited in PubChem BioAssay by several laboratories.
PolyA inhibitor – yeast polyadenylation inhibition; S. cerevisiae SKY197-pL101 polyadenylation reporter, beta-gal luminescence; efflux-impaired pdr1/pdr3 knockout yeast; score 100 = 6 SD above DMSO; AID 1875; 0.02% of 300,000 active; calls only at 12 µM;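 active = lowest replicate activity score at least 50, where 100 means six control SD above control mean; inconclusive = lowest score under 50 but half or more replicates reach 50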;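 also: yeast exposed to compound for 9 h at 30 °C; higher score means more reporter readthrough which indicates perturbed polyadenylation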
GSK3beta inhib – human GSK3beta kinase inhibition. 0.038% of 300,000 active. GST-GSK3beta kinase, ADP-Glo luminescence, 60 min; active compounds read low. AID 2097. activity score (negative = inhibition), % at 10 µM;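 active = more than half of replicate wells score below -50%, meaning over 50% inhibition versus plate controls; inconclusive = some replicates but at most half score below -50%; inactive = no replicate scores below -50%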;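 also: 0% = median DMSO wells and -100% = median GW8510 positive control wells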
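Test system: GST-fused GSK3beta enzyme, cell-free | Quantity: 1.6 ng GST-GSK3beta enzyme per well | Reagent: 25 µM ATP with peptide substrate | Schedule: 60 min enzyme reaction, room temperature | Signal: Luminescent ADP-Glo measurement of ADP formed | Read-out basis: Score relative to plate controls | Control set: DMSO and 20 µM GW8510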
KCNQ1 block – blocks the human KCNQ1 potassium channel | CHO-K1 KCNQ1, FluxOR thallium flux fluorescence; active compounds read high | P51787 | AID 2642 | B-score at 10 µM | 1.3% of 310,000 active;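 active = compounds whose thallium flux B-score, printed positive for inhibition, exceeds three library SD while starting fluorescence stays within three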;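 also: channel opened by potassium depolarization with thallium stimulus after 20 min compound exposure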
Dyrk1A ADPGlo – inhibitors of rat Dyrk1A kinase; inhibition, % at 12.5 µM; AID 504441; ADP-Glo luminescence, NFATc1 peptide; Q63470; 0.43% of 310,000 active; in the data active = inhibition above about 50%;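 also: plate controls were vehicle with enzyme for no effect and no enzyme for full effect; many of its hits are not listed in these tables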
KCNK9 block – human KCNK9 channel inhibition; Q9NPC2; HEK293 KCNK9, FluxOR thallium flux fluorescence; active compounds read low; B-score at 10 µM; 1.2% of 310,000 active; AID 488922;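 active = ratio B-score over 3 SD below the library mean, with starting fluorescence within 5 SD of its mean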;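 also: negative B-score means less thallium flux so channel inhibition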
Target sequence (Q9NPC2 whole entry, looked up): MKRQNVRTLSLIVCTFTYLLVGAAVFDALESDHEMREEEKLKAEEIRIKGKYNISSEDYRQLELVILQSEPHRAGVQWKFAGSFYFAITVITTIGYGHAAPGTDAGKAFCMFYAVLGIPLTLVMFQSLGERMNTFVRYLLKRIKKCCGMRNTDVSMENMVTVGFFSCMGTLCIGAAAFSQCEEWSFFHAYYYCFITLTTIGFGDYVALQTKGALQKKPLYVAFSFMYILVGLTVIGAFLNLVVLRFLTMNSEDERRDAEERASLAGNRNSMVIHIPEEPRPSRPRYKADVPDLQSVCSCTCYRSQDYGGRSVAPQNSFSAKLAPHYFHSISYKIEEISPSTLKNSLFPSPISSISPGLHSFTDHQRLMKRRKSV
HDAC3 inhib – human HDAC3 inhibition; O15379; recombinant HDAC3, fluorogenic peptide/trypsin coupled, fluorescence; inhibition, % at 8.3 µM; 0.15% of 320,000 active; in the data active = inhibition above about 26%, passing the limit was not always enough; inconclusive = no clear call, values can overlap the other calls
hERG protect – compounds protecting human hERG from proarrhythmic drug block; Q12809; CHO-hERG, FluxOR thallium flux, dofetilide IC70 present; activation (rescue from dofetilide block), less the hit threshold, % at 10 µM; 0.51% of 310,000 active;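 active = activation above the mean of controls blocked by dofetilide plus 5 SD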;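 also: thallium influx through hERG after potassium depolarization seen as dye fluorescence rise; in these data hits start at about 4.7%; inactives centre near -7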
KCNQ1 act – potentiators or activators of human KCNQ1 potassium channel; P51787; CHO-K1 KCNQ1, thallium flux FluxOR fluorescence; active compounds read high; B-score at 10 µM; 0.35% of 310,000 active; AID 2648;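 active = fluorescence ratio B-score, a plate-corrected score, at least three library SD, with initial intensity B-score within 5 SD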
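Assay system: stable KCNQ1 CHO-K1 line; medium: assay buffer, equal DMSO in all wells; timing: 90 min dye loading and 20 min compound exposure, both at room temperature; technique: kinetic FluxOR thallium fluorescence, 10-s 1-Hz baseline, 110-s post-stimulus read; read-out basis: B score of baseline-normalized fluorescence ratio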
GSK3 alpha inh – human GSK-3 alpha kinase inhibition; P49840; 0.1% of 320,000 active; AID 2650; ADP-Glo luminescence, 60 min; inhibition, % at 10 µM;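 in the data active = inhibition above about 50%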;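 also: GST-tagged GSK-3 alpha with peptide substrate and 25 µM ATP; 0% = DMSO neutral wells and 100% = GW8510 positive control wells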
KCNK3 block – human KCNK3 channel inhibition, primary screen | CHO-KCNK3 thallium flux, FluxOR fluorescence; active compounds read low | B-score at 10 µM | 0.84% of 340,000 active | AID 602410;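 active = B-score under library mean minus 4 SD, starting fluorescence ratio at most library mean plus 5 SD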;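 also: more negative B-score means stronger inhibition of thallium flux through KCNK3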
Target sequence (O14649 whole entry, looked up): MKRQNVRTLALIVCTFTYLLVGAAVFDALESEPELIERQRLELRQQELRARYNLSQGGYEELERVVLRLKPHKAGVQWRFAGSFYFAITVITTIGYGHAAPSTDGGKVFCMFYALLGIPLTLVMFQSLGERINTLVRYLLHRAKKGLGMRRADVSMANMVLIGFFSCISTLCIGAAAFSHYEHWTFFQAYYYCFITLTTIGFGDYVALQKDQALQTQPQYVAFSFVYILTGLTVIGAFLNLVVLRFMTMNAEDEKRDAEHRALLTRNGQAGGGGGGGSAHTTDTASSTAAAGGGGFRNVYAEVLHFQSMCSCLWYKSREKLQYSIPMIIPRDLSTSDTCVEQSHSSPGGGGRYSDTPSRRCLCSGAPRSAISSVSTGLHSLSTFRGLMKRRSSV
RGS4 act – RGS4 potentiation or activation; B-score at 10 µM; 0.92% of 310,000 active; HEK293 M3R/inducible RGS4, carbachol calcium flux Fluo4; active compounds read low; AID 463111;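 active = B-score of the integrated calcium signal more than 4 SD below the library mean, with starting fluorescence not abnormally high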;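 also: negative B-score means reduced calcium response which marks RGS4 activation or potentiation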
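Reagent: ECmax carbachol challenge; Test system: M3R-expressing HEK293 line, RGS4 induced by doxycycline; Schedule: overnight RGS4 induction, 30 min dye load 37 °C, 20 min compound RT; Detection: calcium dye Fluo4 fluorescence; Read-out: Agonist-evoked peak-minus-minimum fluorescence over baseline, integrated ratio, B score.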
An asterisk follows results filed as active; i = inactive; ? = inconclusive; / = no result given. The list is partial; rates above refer to the full screens.

SMILES	PolyA inhibitor	GSK3beta inhib	KCNQ1 block	Dyrk1A ADPGlo	KCNK9 block	HDAC3 inhib	hERG protect	KCNQ1 act	GSK3 alpha inh	KCNK3 block	RGS4 act
COc1ccc(-c2cc3nnc(-c4ccccc4)nc3s2)cc1	i	-3	i	-4	i	5	-11	i	/	i	i
CC(C)c1ccc(N(CC(=O)NCCSC(C)(C)C)S(C)(=O)=O)cc1	i	1	i	0	i	8	-6	i	-5	i	i
CCCNC(=O)N1CCN(c2nc(C(C)C)c3c(c2C#N)CC(C)(C)OC3)CC1	i	3	i	-6	i	-1	-3	i	1	i	i
COC(=O)c1ccc(NC(=O)C(=O)N2CCN(C(=S)Nc3ccc(OC)cc3)CC2)cc1	i	1	i	-1	i	4	-2	i	1	i	i
CCOC(=O)N1CCN(C2CC(=O)N(c3ccc(Cl)c(Cl)c3)C2=O)CC1 (stereo unspecified)	/	-1	i	-1	i	-1	-5	i	1	i	i
COc1ccccc1N(Cc1cc2cccc(C)c2[nH]c1=O)C(=O)C(C)C	i	-2	i	-6	i	7	-2	i	-1	i	i
O=C(Nc1cc2c(cc1Br)OCCO2)c1ccco1	i	-3	i	7	i	3	-4	i	-1	i	i
Nc1cc(=O)[nH]c(SCC(=O)Nc2cc(Cl)ccc2Cl)n1	i	1	i	-2	i	-5	-14	i	1	i	i
COc1cccc(-c2nc(CS(=O)CC(=O)O)c(C)o2)c1 (stereo unspecified)	i	3	i	3	i	-8	-18	i	-1	i	i
CCOC(=O)c1nnc2ccnn2c1N	i	0	i	0	i	-8	-2	i	1	i	i
CCOc1ccc(S(=O)(=O)N2CCCC(C(=O)N3CCCC3)C2)cc1 (stereo unspecified)	i	-1	i	3	i	-5	-9	i	-1	i	i
COc1cc(OC)cc(C(=O)N[C@H](C(=O)OCC(=O)NC(C)c2ccccc2)C(C)C)c1 (stereo partly specified)	i	-1	i	-2	i	-1	-14	i	-2	i	i
CCOC(=O)COc1c(Cl)cc(C2NC(=S)NC(c3ccccc3)=C2C(C)=O)cc1OCC (stereo unspecified)	i	1	i	2	i	8	-4	i	0	i	i
N#CCCn1cc(/C=C2\NC(=S)N(c3ccccc3)C2=O)c(-c2ccc(-c3ccccc3)cc2)n1	i	1	i	3	i	-1	-9	i	7	i	i
C/C(=N\NC(=O)c1ccc(C)cc1)C1C(=O)c2ccccc2C1=O	i	2	i	3	i	3	-21	i	0	i	i
NC(N)=NS(=O)(=O)c1ccc(NC(=S)NC(=O)/C=C/c2ccc(F)cc2)cc1	i	2	i	23	i	3	-7	i	0	i	i
COc1cc(CC(=O)OCC(=O)Nc2cc(S(=O)(=O)N3CCCC3)ccc2Cl)cc(OC)c1OC	i	0	i	-3	i	-4	-11	i	-1	i	i
N#Cc1c(NC(=O)CSc2ncn[nH]2)sc2c1CCCCC2	i	2	i	18	i	0	-15	i	3	i	i
CCOC(=O)c1sc(NC(=O)OC)c(C(=O)OC)c1C	i	2	i	-5	i	-1	-13	i	-1	i	i
O=C(O)C(Cc1ccc(O)cc1)N1C(=O)c2c(Cl)c(Cl)c(Cl)c(Cl)c2C1=O (stereo unspecified)	i	4	i	1	i	3	-8	i	-4	i	i
O=C(O)C1CC=CCC1C(=O)Nc1cccc(Cl)c1 (stereo unspecified)	i	-1	i	9	i	-1	-6	i	-1	i	i
O=C(NCCc1ccccc1)c1ccc(NCC2CCCO2)c([N+](=O)[O-])c1 (stereo unspecified)	i	-2	i	/	i	9	-12	i	-2	i	i
CN1CCN(c2ccc(NC(=O)c3ccc(Cl)cc3)cn2)CC1	i	-1	i	/	i	3	7.8*	i	-5	i	i
COc1ccc(NC(C)=O)cc1NC(=O)CSc1nnc(C2CCCCC2)n1N	i	2	i	-1	i	-1	-3	i	-4	i	i
COc1ccc(OC)c(-c2cc(C(=O)N3CCOCC3)no2)c1	i	1	i	11	i	3	-6	i	2	i	i
SMILES	PolyA inhibitor	GSK3beta inhib	KCNQ1 block	Dyrk1A ADPGlo	KCNK9 block	HDAC3 inhib	hERG protect	KCNQ1 act	GSK3 alpha inh	KCNK3 block	RGS4 act
CCOC(=O)N1CCN(c2ccccc2O)CC1	i	3	i	-5	i	-1	-5	i	-3	i	i
Cc1sc2ncnc(N3CCC(C(=O)Nc4cc(S(C)(=O)=O)ccc4Cl)CC3)c2c1C	i	-3	i	6	i	7	-14	i	3	i	i
COc1cc(C)ccc1OCCON1C(=O)CCC1=O	i	2	i	-2	i	-1	-6	i	-5	i	i
COc1ccc(-n2c(NC(=O)c3ccco3)c(C#N)c3nc4ccccc4nc32)cc1	i	-11	i	9	i	-6	-15	i	41	i	i
O=C(/C=C/c1c(Cl)cccc1Cl)NCc1ccccc1	i	3	i	3	i	-2	-5	i	-3	i	i
Fc1ccc(NC(=S)NCCN2CCOCC2)cc1	i	3	i	-4	i	2	-6	i	-1	i	i
O=C(N/N=C/c1ccccc1OCC(=O)N1CCCC1)C(=O)Nc1ccccc1F	i	-3	i	-1	i	2	-9	i	-1	i	i
Cc1cccc(-n2ncc3c(NCc4ccco4)ncnc32)c1	i	-2	i	10	i	0	-8	i	-1	i	i
COCCCNC(=O)Cn1nnc(-c2ccccc2NC(=O)c2ccc(F)cc2)n1	i	-1	i	-1	i	4	-2	i	0	i	i
COc1cccc(-n2c(C)nc3cc(C(=O)O)ccc32)c1	i	-19	i	-6	i	1	-3	i	-1	i	i
COc1ccc(-c2[nH]ncc2CN(C)C(C)c2ccncn2)c(F)c1 (stereo unspecified)	i	1	i	2	i	-4	-9	i	-1	i	i
COc1ccc(CC2(CO)CCN(C/C=C/c3ccccc3OC)CC2)cc1	/	5	i	6	i	-1	-14	i	-3	i	i
Cc1cc(-c2nc(C)c(C(=O)NNS(=O)(=O)c3cccc(C(F)(F)F)c3)s2)no1	i	1	i	/	i	/	-5	i	-4	i	i
COc1cc(NC(=O)c2ccc(N)nc2)cc(C(=O)Nc2cccc(C(F)(F)F)c2)c1	i	2	i	1	i	?	-12	i	-3	i	i
COc1cc(O)c(C(=O)/C=C/c2ccccc2)c(OC)c1	/	-4	i	9	i	7	0	i	-1	i	i
NC(=O)c1cc2ccccc2o/c1=N/NC(=O)c1cccs1	i	-1	i	15	i	0	-16	i	1	i	i
O=C(COc1ccc(F)cc1Br)N1CCN(S(=O)(=O)/C=C/c2ccccc2)CC1	i	-7	i	/	i	4	2	i	-2	i	i
CCC(CO)Nc1nc2ccc(Cl)cc2c2ccccc12 (stereo unspecified)	i	-1	i	-4	i	5	-7	i	-5	-9.2*	i
COc1ccc(OC)c(/C=N/N=C2\SCC(=O)N2Cc2ccco2)c1	i	-3	i	-4	i	0	-5	i	0	i	i
COC(=O)c1ccc(COn2nnc3ccccc32)cc1	i	-3	i	-1	i	0	-5	i	0	i	i
CC(C)NC(=O)C(=O)NCCN1CCN(C(=O)c2ccc(C(C)(C)C)cc2)CC1	i	0	i	-2	i	1	-9	i	-1	i	i
CC[N+](CC)(CC)CC(=O)Nc1c(C)cccc1C	i	-3	i	-5	i	-1	-4	i	1	i	i
CCOC(=O)c1c(-c2ccco2)csc1NC(=O)COC(=O)c1cnccn1	i	2	i	6	i	-1	-13	i	2	i	i
Cc1cccc(N2C(=O)c3ccc(C(=O)Nc4cccc(C(=O)O)c4)cc3C2=O)c1	i	-3	i	0	i	9	-8	i	-2	i	i
O=C(CCCOc1ccccc1)N1CCN(S(=O)(=O)c2cccc(F)c2)CC1	i	/	i	-3	i	-2	-5	i	-2	i	i
SMILES	PolyA inhibitor	GSK3beta inhib	KCNQ1 block	Dyrk1A ADPGlo	KCNK9 block	HDAC3 inhib	hERG protect	KCNQ1 act	GSK3 alpha inh	KCNK3 block	RGS4 act
CCOC(=O)N1CCN(C(=O)CCN2C(=O)c3ccccc3S2(=O)=O)CC1	i	1	i	1	i	-8	-14	i	-1	i	i
COc1ccccc1Nc1ccc(Nc2ccccc2OC)nn1	i	2	i	/	i	0	-13	i	2	i	i
Cc1ccc(/C=N/NC(=O)C(c2ccncc2)N2CCOCC2)cc1 (stereo unspecified)	i	0	i	7	i	0	-7	i	-2	i	i
O=C(Cc1ccccc1)NCCn1ccc2ccccc21	i	-2	i	0	i	2	-9	i	1	i	i
CC(C)C1=NOC(C(=O)N2CCC(N3CCC(C(=O)N4CCOCC4)CC3)CC2)C1 (stereo unspecified)	i	3	i	5	i	2	-2	i	-2	i	i
CC(Nc1ccc(Cl)cc1)C(=O)NN (stereo unspecified)	i	2	i	1	i	3	-7	i	0	i	i
CCn1c(COc2cccc(C)c2)nc2ccccc21	i	1	i	5	i	8	-7	i	-1	i	i
COc1ccc2nc(-c3ccccc3)nc(SCC(=O)NCC3CCCO3)c2c1 (stereo unspecified)	i	-3	i	0	i	0	-9	i	0	i	i
Cc1cccc(OCc2n[nH]c(=S)n2-c2ccccc2)c1	i	0	i	5	i	7	-9	i	/	i	i
O=c1cc(O)c2sc(Nc3ccc(F)cc3)nc2[nH]1	i	-1	i	-3	i	-6	-6	i	4	i	i
CCCC(C)c1nc(C(N)=O)c2[nH]c(=O)n(-c3ccc(OC)c(OC)c3)c2n1 (stereo unspecified)	i	4	i	-3	i	5	-9	i	-2	i	i
C=CCCCCCCCCC(=O)Nc1c[nH]c(=O)[nH]c1=O	i	-4	i	-9	i	-7	-2	i	0	i	i
CCN(CC)CC(=O)Nc1ccc([N+](=O)[O-])cc1	i	0	i	6	i	2	-7	i	-3	i	i
CNC(=O)Nc1nnc(C(C)(C)C)s1	i	0	i	-2	i	-1	0	i	-2	i	i
CC(=O)Nc1ccc(NC(=O)CSc2nnnn2-c2ccc(F)cc2)cc1	i	2	i	-5	i	-3	-5	i	6	i	i

3 structures from above, sorted by molar mass, smallest number first.
SMILES	PolyA inhibitor	GSK3beta inhib	KCNQ1 block	Dyrk1A ADPGlo	KCNK9 block	HDAC3 inhib	hERG protect	KCNQ1 act	GSK3 alpha inh	KCNK3 block	RGS4 act
O=c1cc(O)c2sc(Nc3ccc(F)cc3)nc2[nH]1	i	-1	i	-3	i	-6	-6	i	4	i	i
C=CCCCCCCCCC(=O)Nc1c[nH]c(=O)[nH]c1=O	i	-4	i	-9	i	-7	-2	i	0	i	i
CCOC(=O)COc1c(Cl)cc(C2NC(=S)NC(c3ccccc3)=C2C(C)=O)cc1OCC (stereo unspecified)	i	1	i	2	i	8	-4	i	0	i	i
